ARNT-TACC3 inh = disruptors of ARNT/TACC3 protein interaction, primary screen, biochemical, AlphaScreen, single concentration. Transforming acidic coiled-coil-containing protein 3 (Homo sapiens), Q9Y6A5. AlphaScreen His-ARNT PAS-B/GST-TACC3 binding, luminescence; TACC3 fragment carries E629A point mutation. inhibition, % at 9.99 µM. actives 0.66% (n = 390,000). AID 623870, 2012;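 active = mean inhibition of replicates at least 50% and at least half of replicates each reaching 50%; inconclusive = half or more replicates reach 50% but mean below 50%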;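 note: 0% = complete ARNT plus TACC3 wells and 100% = ARNT alone without TACC3; many hits fall short of the cut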
F508del corr = F508del CFTR correction, initial screen, CFBE line, single point; CFBE cells, YFP halide quenching; stimulated with forskolin plus potentiator P3; % fluorescence drop versus neutral controls; activity (quench increase), % at 7.58 µM; actives 0.36% (n = 350,000); AID 720511, 2013;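 active = mean added fluorescence quench of at least 8% versus neutral control, with both replicates also reaching 8%; inconclusive = only one of the mean or replicate conditions met; inactive = mean below 8% and not both replicates reaching 8%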;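 note: cells transiently co-express mutant CFTR-F508del with the halide-sensitive YFP; corrector assay measuring rescue of mutant channel to the surface after 24 h compound exposure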
DENV2 CPE rescue = inhibitors of DENV2 cytopathic effect, primary screen, cell-based, plate reader, single concentration. actives 1.7% (n = 350,000). DENV2-infected cells, cytopathic effect rescue. CPE inhibition, % at 9.99 µM; in the data active = CPE inhibition above about 20%, passing the limit was not always enough; inconclusive = no clear call, values can overlap the other calls; tested in BHK-21 cells;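 note: 0% = median of neutral control wells and 100% = median of positive control wells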
XiGFP reactiv = activators of inactive X chromosome reactivation, primary screen, imaging, XiGFP fibroblasts, GFP high-content imaging, set 2 | activation, % at 7.58 µM | actives 0.055% (n = 360,000) | XiGFP mouse fibroblasts, % GFP-positive cells imaging, 3 d; cells co-treated with 5-aza-dC sensitizer; scaled so ellipticine positive control = 100% | AID 743238, 2013;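 active = mean normalized replicate activation at least 10% and every replicate at or above 10%; inconclusive = only one of the two criteria met; inactive = mean below 10% and not all replicates reach 10%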;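 note: 0% = median of on-plate neutral control wells and 100% = ellipticine 6 µM median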
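Assay system – SV40-immortalized XiGFP fibroblast cells, line 68-5-11 · Buffer or medium – DMEM supplemented with 5-aza-dC as sensitizing agent · Dosing – one concentration, pinned · Benchmarks – positive control ellipticine, 6 µM final · Times – 3 days compound exposure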
EWS-Fli block = EWS/Fli-driven NR0B1 reporter inhibitors, primary screen, A673 cells, NR0B1 luciferase, luminescence, MLPCN library. viability-normalised. inhibition, % at 12.6 µM. actives 0.67% (n = 350,000). AID 651661, 2012;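 active = mean inhibition of at least 50% after viability correction, with every replicate also passing that limit; inconclusive = mean reaches 50% but only one of two replicates passes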;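 note: firefly luciferase signal divided by Alamar Blue viability fluorescence both relative to DMSO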
ERp5 inh = inhibitors of ERp5-driven insulin aggregation, primary screen, biochemical, turbidity, absorbance 650 nm, single point. 90 min. inhibition, % at 9.99 µM. actives 0.05% (n = 350,000). AID 651711, 2012;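 active = mean replicate inhibition above about 25%, with every replicate also reaching it, limit read from the data, passing the limit was not always enough; inconclusive = only one of those two criteria met; inactive = neither criterion met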
Target sequence (Q15084 whole entry, looked up): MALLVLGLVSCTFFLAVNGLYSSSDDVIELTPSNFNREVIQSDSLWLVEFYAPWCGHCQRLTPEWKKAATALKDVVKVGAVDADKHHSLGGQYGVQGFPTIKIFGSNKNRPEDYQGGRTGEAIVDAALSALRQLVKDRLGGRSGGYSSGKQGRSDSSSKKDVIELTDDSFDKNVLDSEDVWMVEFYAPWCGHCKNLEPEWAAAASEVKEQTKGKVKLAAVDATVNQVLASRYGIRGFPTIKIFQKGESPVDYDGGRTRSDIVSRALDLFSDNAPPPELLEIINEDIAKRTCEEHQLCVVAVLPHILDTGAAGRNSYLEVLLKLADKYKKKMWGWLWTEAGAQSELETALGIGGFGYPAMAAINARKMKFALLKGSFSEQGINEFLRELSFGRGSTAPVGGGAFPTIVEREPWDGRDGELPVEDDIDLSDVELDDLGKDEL
PAX8 reporter = inhibitors of PAX8-driven TPO luciferase reporter, primary screen, RMG-I cells, single concentration; inhibition, % at 12.6 µM; SteadyGlo, 24 h; actives 1.2% (n = 360,000);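 active = mean replicate inhibition at least 60% with every replicate also reaching 60%; inconclusive = only one of the two criteria is met; inactive = mean below 60% and not all replicates reaching 60%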;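 note: luciferase light reporting Pax8 driven TPO promoter activity; plate controls were median of neutral control wells for no effect and mitoxantrone controls for full effect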
INS-1E GSIS act = GLuc luminescence reporter in INS-1E cells, primary screen for activators of glucose-dependent secretion of insulin. activation, % at 16.6 µM. INS-1E GLuc reporter insulin secretion, 2-3 h. actives 0.61% (n = 370,000);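 active = lowest replicate activation of at least 40%, so every replicate reaches that level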;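 note: 0% = median of neutral control wells and 100% = median of IBMX positive control wells; some compounds called inactive have numbers as strong as hits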
* = called active by the depositor; ? = inconclusive; . = not tested or not shown.

Structure	ARNT-TACC3 inh	F508del corr	DENV2 CPE rescue	XiGFP reactiv	EWS-Fli block	ERp5 inh	PAX8 reporter	INS-1E GSIS act
COc1ccc(S(=O)(=O)Nc2ccc3c(c2)C(=O)N([C@@H](C)CO)C[C@H](C)[C@H](CN(C)Cc2ccc4c(c2)OCO4)O3)cc1	-6	-0.3	-5	-0.1	-15	3	0	-3
CCC12CN3CCN(CC(C3)/C1=N\NC(=O)c1ccc(C(C)(C)C)cc1)C2	-1	.	-3	0.1	4	4	31	.
COCCCNC(=O)c1csc([C@@H]2C[C@H](O)[C@@H](CO)O2)n1	.	0.0	3	0.0	4	0	9	11
CC(C)(C)NC(=O)C(c1ccncc1)n1c(=O)c(-c2ccccc2)nc2ccccc21 (stereo not drawn)	.	-2.2	-1	0.1	-42	-2	-39	7
CC(C)C(=O)NC(=S)Nc1ccccc1C(=O)Nc1ccccc1	3	-1.7	.	.	8	?	.	1
CC(C)OC(=O)/C(=C\c1cccc2ccccc12)NC(=O)c1ccccc1	.	-3.0	-1	0.0	4	-5	10	3
CC1CN(C(=O)CCC(=O)NCCCN2C(C)CCCC2C)c2ccccc2O1 (stereo not drawn)	-7	-0.2	10	0.4	1	7	-5	.
O=C(Cc1ccccc1)Nc1cc2c(cc1Cl)OCCCO2	-9	2.7	-1	0.3	-92	6	-170	-2
Cc1cc[n+](CC(=O)N2CCCc3ccccc32)cc1	-2	0.1	13	0.0	0	-7	18	-1
CCOC(=O)c1nnn(-c2nonc2-n2cccc2)c1-c1cccc([N+](=O)[O-])c1	-7	0.4	.	0.3	6	-1	9	-1
CC(C)NC(=O)N1[C@H](CO)[C@@H](c2ccc(C#CC3CC3)cc2)[C@@H]1C#N	-2	-2.9	-8	0.4	3	17	-17	-1
C/C=C/c1ccc([C@H]2[C@@H](CO)N3C(=O)CN(C(=O)Nc4ccc(OC)cc4)C[C@@H]23)cc1	.	1.5	-3	0.2	-7	1	-18	3
CC(C)Oc1ccccc1OCCN(C)C	-28	.	2	3.2	0	-3	15	8
CCOC(=O)c1c(CSc2ccc(C)cc2)oc2ccc(O)cc12	0	.	.	0.1	.	.	8	-2
COc1ccc(CC(=O)Nc2nc(-c3cccnc3)cs2)cc1	2	.	.	0.1	.	.	13	27
O=S(=O)(c1ccc(Br)s1)N1CCN(c2ccnc3cc(Cl)ccc23)CC1	-5	-33	-8	0.3	10	-6	-4	-5
O=C(Nc1ccc(S(=O)(=O)N2CCCCC2)cc1)C1CCCCC1	.	-0.7	4	0.0	8	1	15	-7
Cc1cc(=O)c(C(=O)Nc2cccc(C(=O)NC3CC3)c2)nn1-c1ccccc1	.	4.2	11	0.3	2	4	18	16
O=C(COC(=O)c1cccc2c1C(=O)c1ccccc1C2=O)NC1CCCCC1	-1	0.5	-4	0.1	12	0	18	-5
CC(=O)Nc1nc(NC(=O)/C=C/c2ccccc2)n(-c2ccccc2)n1	5	.	.	-0.1	.	.	13	-13
O=C1N=c2ccc(Br)cc2=C1c1sc(=S)n(NS(=O)(=O)c2ccccc2)c1O	-2	-2.4	-7	0.1	-8	3	43	-6
CN(CC(=O)NCC(=O)Nc1ccc(F)cc1)C1CCS(=O)(=O)C1 (stereo not drawn)	-4	0.7	7	-0.1	2	6	-6	7
C[C@H](CO)N1C[C@H](C)[C@@H](CN(C)S(=O)(=O)c2ccccc2F)OCc2ccccc2-c2c(n(C)c3ccccc23)C1=O	-2	-2.0	-4	0.8	-3	-4	-2	4
C[C@@H]1CCCCO[C@@H](CN(C)C(=O)C2CCCCC2)[C@@H](C)CN([C@@H](C)CO)C(=O)c2cc(NC(=O)Nc3ccc4c(c3)OCO4)ccc2O1	0	2.7	-5	0.4	1	7	.	6
COC(=O)/C=C1\OCc2ccccc21	.	-0.3	-7	.	8	1	-46	7
CC(C)c1ccccc1OS(N)(=O)=O	-25	6.0	2	0.0	-7	-6	-6	10
O=C(Cc1ccccc1)OC(COCc1ccccc1)C(=O)NCc1ccccc1 (stereo not drawn)	.	0.6	0	.	-11	-2	3	.
COc1ccc(/C=N/OCc2ccc(Br)cc2)c(OC)c1	28	1.4	-5	0.3	-29	2	-31	6
COc1ccc2nccc(C(N)=O)c2c1	-7	-3.6	6	0.3	-1	0	10	0
COc1ccc(C(C(=O)NCc2ccccc2)N(C(=O)c2snc(C(N)=O)c2N)c2ccccc2OC)cc1OC (stereo not drawn)	-7	1.2	8	0.2	10	1	4	8
COc1cccc(/C=N/NC(=O)Cn2cnc3c2c(=O)n(C)c(=O)n3C)c1OC	.	0.3	2	0.1	7	0	35	.
C[C@@H]1CN([C@@H](C)CO)C(=O)Cc2cc(NC(=O)c3ccncc3)ccc2O[C@H]1CN(C)C(=O)NC1CCCCC1	-1	-1.4	0	-0.7	-10	-3	-7	6
CCN(CCc1ccccc1)c1ccc2c(c1)C1CC2CCN1C(=O)OCc1ccccc1 (stereo not drawn)	4	3.2	13	0.0	4	-3	-5	39
CC1CN(C(=O)COC(=O)c2cc([N+](=O)[O-])ccc2Cl)CC(C)O1 (stereo not drawn)	-1	1.3	3	-0.1	-5	1	16	9
COc1ccc(NC(=O)N(C)C[C@@H]2OCCCC[C@H](C)Oc3ccc(NC(=O)C4CCCCC4)cc3C(=O)N([C@H](C)CO)C[C@@H]2C)cc1	-5	1.5	-4	0.0	4	4	.	-4
Cc1ccc2c(c1)COc1c3ccc(C(=O)NCC4CC4)cc3nn1-2	2	3.8	.	0.0	-184	.	-213	-3
O=C(Nc1nonc1-c1ccc(F)cc1)c1ccco1	0	-0.7	1	0.2	.	0	-20	8
Cc1ccc(S(=O)(=O)N[C@@H](C)CO)cc1	.	1.5	15	0.2	-6	4	-15	-12
CCOc1ccc(C(=O)N2CCC3(CC2)NCCc2[nH]cnc23)cc1OCC	2	-1.0	-3	0.0	-4	10	8	-29
C[C@H]1CN([C@@H](C)CO)C(=O)c2cccc(NC(=O)Nc3ccc(C(F)(F)F)cc3)c2O[C@@H]1CN(C)Cc1ccc(C(=O)O)cc1	.	0.2	.	-0.8	1	.	.	10
CN(C)S(=O)(=O)c1cccc(C(=O)N2CCN(C(=O)C3CCCO3)CC2)c1 (stereo not drawn)	-3	1.3	-1	0.0	-4	-4	12	8
Cc1ccc(S(=O)(=O)N2CCN(C(=O)Cn3nc(C(=O)O)c4ccccc4c3=O)CC2)cc1	.	0.2	8	0.0	13	5	-3	5
COc1cccc(CNC(=O)c2c[nH]n3c(=O)c(Cl)c(C)nc23)c1	43	.	.	0.0	.	.	-3	7
CCOC(=O)N1CCC(N2Cc3cccc(C(=O)Nc4cc(F)ccc4F)c3C2=O)CC1	-8	0.9	2	0.1	-1	8	1	9
COCCNC(=O)[C@@H]1[C@@H](CO)[C@@H]2Cn3c(ccc(-c4ccccc4OC)c3=O)[C@@H]2N1C(=O)C1CCC1	.	-1.2	-1	0.0	-1	1	-24	10
C[C@@H]1CN([C@@H](C)CO)C(=O)Cc2cc(NC(=O)Nc3cccc4ccccc34)ccc2O[C@@H]1CN(C)Cc1ccc(Oc2ccccc2)cc1	36	0.5	1	-1.5	3	0	14	-15
Cc1ccc(S(=O)(=O)C[C@@H]2OC[C@H](CO)N2S(=O)(=O)c2ccc(C)cc2)cc1	.	-1.4	-3	0.3	4	5	-16	.
COc1ccc(CNC(=O)CCNS(=O)(=O)c2ccc(NC(C)=O)cc2)cc1OC	-2	-5.3	?	0.0	0	-6	1	-14
O=C(C[C@@H]1C[C@H]2c3cc(NC(=O)CC4CC4)ccc3O[C@H]2[C@H](CO)O1)NCc1ccc2c(c1)OCO2	-7	-5.3	0	0.0	7	-9	0	0
COc1ccc(/C=N/OC/C(O)=C(\C#N)c2nc3ccccc3[nH]2)cc1OC	-3	.	.	0.0	.	.	-6	9
COC(=O)c1sccc1NC(=O)CC1C(=O)NCCN1C(=O)c1ccc(F)cc1 (stereo not drawn)	-7	-0.8	-7	-0.1	7	1	10	9
CCCC#Cc1cnc2c(c1)C(=O)N([C@H](C)CO)C[C@H](C)[C@@H](CN(C)C(=O)c1ccc3c(c1)OCO3)O2	-8	0.1	8	-0.9	-9	1	.	-20
C=CCSc1nnc(NC(=O)c2ccc3c(c2)OCCO3)s1	.	-3.0	-9	0.0	-17	5	-55	52
CCn1ccnc1CN(C)Cc1c(C(=O)N2CCCCCCC2)nc2ccc(Cl)cn12	7	1.5	9	0.0	-11	1	.	8
Cn1c(-c2c(N)n(CCCc3ccccc3)c3nc4ccccc4nc23)nc2ccccc21	-20	-1.5	3	.	30	-1	.	2
CC(C)(C)c1ccc(C(=O)NNc2ccc(F)cc2F)cc1	-4	-2.8	4	0.0	-15	-1	0	-2
COc1cc(C(C#N)N2CCC(c3ccccc3)=N2)ccc1O (stereo not drawn)	-3	0.8	0	-0.1	-31	-1	-68	6
O=C(Nc1cccc2cccnc12)c1ccc(Cl)cc1Cl	2	-2.1	4	0.0	-25	-2	2	.
CCOC(=O)C1(C)CCCN(C(=O)CCc2ccccc2)C1 (stereo not drawn)	.	-0.3	17	0.0	-7	-1	-1	.
O=c1[nH]c2cc([N+](=O)[O-])cc(Cl)c2c2ccccc12	.	-2.5	-4	-0.2	-9	-5	3	.

(cont.)
Structure	ARNT-TACC3 inh	F508del corr	DENV2 CPE rescue	XiGFP reactiv	EWS-Fli block	ERp5 inh	PAX8 reporter	INS-1E GSIS act
CN(C)CCC(O)(c1ccccc1)c1ccccc1Cl (stereo not drawn)	-3	-0.2	-2	0.2	7	1	-8	.
CCN(C[C@H]1N[C@@](Cc2ccccc2)(C(=O)OC)[C@H]2C(=O)N(C)C(=O)[C@@H]12)C(=O)COc1ccccc1	-2	3.6	5	0.2	-1	1	13	8
O=C(Nc1ccccc1Cl)OCc1cncs1	8	-3.2	?	0.4	-4	?	-21	-21
COc1cccc(N2C(=O)C3CCCN3C2c2ccc(N(C)C)cc2)c1 (stereo not drawn)	-1	4.4	4	0.1	-2	0	-21	7
CCN(c1ccccc1)S(=O)(=O)c1c[nH]c2ccc([N+](=O)[O-])cc12	7	-1.5	2	0.0	-22	2	19	-23
O=C(COC(=O)CSc1ccccc1)NC1CCS(=O)(=O)C1 (stereo not drawn)	.	2.4	-8	0.0	7	-3	-6	.
CCNC(=O)[C@@H]1[C@@H](CO)[C@@H]2Cn3c(ccc(/C=C/c4ccccc4)c3=O)[C@@H]2N1C(=O)C1CC1	-22	-2.2	-1	0.1	3	6	-4	-6
COCCNCC(=O)N1c2ccccc2Sc2ccccc21	-4	-3.9	-1	0.8	2	5	-1	3
CO[C@H]1CN(C)C(=O)c2cc(NC(=O)C3CCOCC3)ccc2OC[C@@H](C)NC[C@H]1C	-2	0.8	6	0.1	9	-2	-7	3
